MEP2 TOR yeast – yeast TOR pathway MEP2-GFP modulation. AID 2016. hit rate 0.51% among 330,000. S. cerevisiae MEP2-GFP strain, flow cytometry GFP, 3 h; 100% = DMSO control level. GFP response vs DMSO, % at 10 µM;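 active means GFP response versus DMSO above a set limit, roughly screen mean plus 3 SD, cut at about 180% in these data; inconclusive means fewer than 70 cells counted for a yeast strain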;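 further: median GFP fluorescence of the barcode-gated MEP2-GFP cells per well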
LAP4 TOR yeast – yeast TOR pathway LAP4-GFP modulation | S. cerevisiae LAP4-GFP multiplex, flow cytometry GFP, 3 h; median GFP as percent of DMSO wells | hit rate 0.34% among 320,000 | GFP response vs DMSO, % at 10 µM;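 active means GFP response vs DMSO above a set limit, about the screen mean plus 3 SD, cut at about 150% in these data; inconclusive means under 70 cell events counted for the yeast strain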
RPL19A-GFP yeast – alters RPL19A-GFP fluorescence in TOR pathway yeast screen; percent response vs DMSO, % at 10 µM; AID 2025; S. cerevisiae RPL19A-GFP strain, flow cytometry, 3 h; stronger effect = lower value; hit rate 0.3% among 330,000;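 active means percent response vs DMSO below 50%; inconclusive means fewer than 70 events counted for the yeast strain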;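 further: median channel GFP fluorescence of the barcoded RPL19A-GFP strain; ratio of sample median GFP to plate DMSO average so 100% = DMSO; lower means less RPL19A-GFP as with rapamycin TOR inhibition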
* = called active by the depositor; ? = inconclusive; [ ] = remark or other dose. Not all compounds are listed; the hit share may differ from the screen's.

Order of results – MEP2 TOR yeast, LAP4 TOR yeast, RPL19A-GFP yeast
> O=C(N/N=C/c1cccc(O)c1)c1cc2c(ccc3ccccc32)o1
→ 99, 71, 110
> O=C1/C(=C/c2ccc([N+](=O)[O-])cc2)Oc2cc(O)ccc21
→ 127, 97, 111
> O=C(c1ccc(Cl)cc1)N1CCOc2ccccc21
→ 105, 99, 103
> CCc1ccc(OCC(=O)NNC(=S)NC(=O)C2CC2)c(Br)c1
→ 116, 166*, 106
> CCN(CC)Cc1c(C(=O)N/N=C/c2ccco2)nnn1-c1nonc1N
→ 105, 71, 117
> O=C(Cn1cnc2ccccc21)c1ccccc1
→ 103, 95, 97
> Cc1cc(Cl)ccc1OCC(=O)NC(=S)Nc1ccc(Cl)cn1
→ 100, 68, 105
> CCOc1ccc(N(CC(=O)Nc2c(C)n(C)n(-c3ccccc3)c2=O)S(=O)(=O)c2ccc(F)cc2)cc1
→ 97, 68, 105
> O=C(Nc1ccncc1)Nc1cccc(Cl)c1Cl
→ 104, 76, 124
> Cc1cccc(NC(=O)C2C3CCCCC32)c1 (stereo not drawn)
→ 102, 102, 103
> CN(C)c1ccc(C2Nc3ccccc3C(=O)N2NS(C)(=O)=O)cc1 (stereo not drawn)
→ 108, 107, 107
> CN1C(=O)/C(=C\c2ccc(N(C)C)cc2)OC1=S
→ 160, 135, 111
> O=C(CCNS(=O)(=O)c1ccccc1)N1CCCC1
→ 98, 68, 111
> COc1cc(OC)cc(C(=O)NCC2CCCN(C(=O)c3csc(C(C)C)n3)C2)c1 (stereo not drawn)
→ 93[may fluoresce red], 62[may fluoresce red], ?
> CCCn1c(=O)c(C(=O)NCCc2ccc(OC)cc2)c(O)c2ccccc21
→ 97, 92, 103
> Cc1cccc(NC(=O)CSc2ncnc3sc(C)c(C)c23)n1
→ 118, 128, 125
> CC(=O)NCCc1nc2cc(NC(=O)c3ccc([N+](=O)[O-])cc3)ccc2n1C
→ 105, 92, 110
> S=C(Nc1ccc2c(c1)OCCO2)Nc1ccccc1Cl
→ 95, 71, 107
> COCCc1ncc(CN2CCC(C(=O)Nc3ccc(-n4cccn4)cc3)CC2)cn1
→ 93, 69, 105
> COC(CNS(=O)(=O)c1ccc(S(=O)(=O)NC2CC2)cc1)OC
→ 106, 95, 101
> COc1cccc(CNC(=O)C2CCC(=O)N(CC3CCCCC3)C2)c1OC (stereo not drawn)
→ 106, 86, 109
> CSCCC(NC(=O)COc1ccccc1)C(=O)NCCOc1ccc(C)cc1 (stereo not drawn)
→ 98, 84, 105
> COc1cccc(NC(=O)NNC(=O)C(C)Oc2ccc3ccccc3c2)c1 (stereo not drawn)
→ 104, 82, 110
> CCOC(=O)C1CCN(Cc2ccc(-c3ccccc3)cc2)CC1
→ 107, 93, 105
> CCOc1ccc(NC(=O)CN2CCN(CC(=O)Nc3ccc(C(N)=O)cc3)CC2)cc1
→ 105, 96, 105
> CSCc1ccc(C(=O)NC(C)c2ccc(-n3ccnc3)cc2)cc1 (stereo not drawn)
→ 100, 85, 108
> Cc1ccc(S(=O)(=O)NCc2csc(C)n2)cc1
→ 110, 100, 108
> Cc1cccc(C(=O)NNS(=O)(=O)c2ccc(F)cc2)c1O
→ 108, 97, 102
> CCC1CN(C(=O)NCc2ccc(F)cc2)c2ccccc2O1 (stereo not drawn)
→ 113, 110, 109
> CCC(C)[C@H](NC(=O)C1CCC(CNC(=O)[C@@H]2CCCN2C(=O)OC(C)(C)C)CC1)C(=O)O (stereo partly drawn)
→ 109, 95, 108
> CNC(=O)/C(C#N)=C/c1ccc(OCCOc2ccccc2)cc1
→ 104, 104, 101
> Cc1cc(C(=O)N/N=C/c2cccc(OC(=O)c3cccc(Br)c3)c2)n[nH]1
→ 101, 70, 112
> O=C(NNC(=O)C1C2C=CC(C2)C1C(=O)O)c1cc(Cl)ccc1O (stereo not drawn)
→ 105, 75, 118
> COc1cc2c(cc1NC(=O)COCC(=O)O)oc1ccccc12
→ 113, 98, 111
> Cc1ccc(C(=O)NCc2ccco2)c(C)c1
→ 102, 98, 103
> COc1ccccc1-c1cc(-c2ccccc2)nc(SCC(=O)O)c1C#N
→ 107, 100, 104
> CCOC(=O)C1CCCN(C/C=C/c2ccccc2)C1 (stereo not drawn)
→ 107, 98, 103
> CCOc1ccccc1C1c2[nH]c3ccccc3c2C[C@H]2C(=O)N(C3CCN(Cc4ccccc4)CC3)CC(=O)N12 (stereo partly drawn)
→ 106, 92, 105
> CCCn1c(=O)c(C(=O)NCCc2ccc(OC)c(OC)c2)c(O)c2ccccc21
→ 108, 101, 107
> O=C(CN1CCCC1)Nc1sc2c(c1C(=O)Nc1ccccc1)CCCC2
→ 93, 68, 105
> Cc1ccc(N=Nc2cc(C)ccc2O)c(C)c1
→ 111, 90, 109
> CC(C)OCCCNC(=O)c1ccc2c(c1)NC(=O)c1ccccc1S2
→ 104, 93, 109
> CC1(C(=O)N2CCOCC2)CCCCC1
→ 99, 92, 96
> CCCc1cc(=O)oc2cc(OC3CCCCC3=O)ccc12 (stereo not drawn)
→ 105, 95, 101
> C/C(=N/NC(=O)c1ccc2c(c1)OCO2)c1ccc(NC(=O)c2ccc(F)cc2)cc1
→ 102, 74, 112
> COc1cc(/C=C2/C(=O)NN(c3ccc(C)c(Cl)c3)C2=O)cc([N+](=O)[O-])c1O
→ 108, 80, 104
> COc1ccc(NC(=O)CCC(=O)NCc2ccco2)c([N+](=O)[O-])c1
→ 100, 94, 102
> Cc1cc(Nc2cccc(Cl)c2Cl)n2ncnc2n1
→ 110, 101, 103
> CCOc1ccccc1NCc1cc(=O)oc2cc(C)c(O)cc12
→ 104, 105, 108
> CC(C)C[C@H](NC(=O)C1CCC(CNC(=O)[C@@H]2CCCN2C(=O)OC(C)(C)C)CC1)C(=O)O (stereo partly drawn)
→ 102, 94, 107
> CCNC(=O)/C(C#N)=C/c1c(N2CCN(c3ccccc3)CC2)nc2ccccn2c1=O
→ 105, 109, 99
> Cc1cn(C2CCC(CO)O2)c(=O)[nH]c1=O (stereo not drawn)
→ 107, 101, 110
> COc1cccc(N2CCN(C(=O)c3cc4cc(Cl)ccc4[nH]3)CC2)c1
→ 105, 91, 105
> Nc1nnnn1/N=C/c1ccccc1
→ 104, 104, 105
> COc1ccc(C(=O)NC(C)CCCC(C)(C)O)cc1OC1CCN(C(C)=O)CC1 (stereo not drawn)
→ 105, 91, 95
> CCC(=O)Nc1ccc(C(=O)NNC(=O)C2CCCCC2)cc1
→ 99, 66, 104
> O=C(c1ccoc1)N1CCC2(CCCN(Cc3ccc(F)c(F)c3)C2)C1 (stereo not drawn)
→ 100, 68, 106
> O=c1[nH]c2c(oc3ccccc32)c(=O)n1Cc1ccccc1
→ 125, 107, 107
> Cc1cc(=O)oc2c3c(cc(OCC(=O)NCCC(=O)O)c12)OC(C)(C)CC3
→ 106, 94, 107
> COc1cc(OC)c2cc(C(=O)N[C@@H](Cc3ccccc3)C(=O)O)n(C)c2c1
→ 116, 104, 114

Gathered by group: those above containing a tert-butyl group
Order of results – MEP2 TOR yeast, LAP4 TOR yeast, RPL19A-GFP yeast
> CCC(C)[C@H](NC(=O)C1CCC(CNC(=O)[C@@H]2CCCN2C(=O)OC(C)(C)C)CC1)C(=O)O (stereo partly drawn)
→ 109, 95, 108
> CC(C)C[C@H](NC(=O)C1CCC(CNC(=O)[C@@H]2CCCN2C(=O)OC(C)(C)C)CC1)C(=O)O (stereo partly drawn)
→ 102, 94, 107

Continued:
Order of results – MEP2 TOR yeast, LAP4 TOR yeast, RPL19A-GFP yeast
> O=C(O)CNC(=O)/C(=C\c1ccco1)NC(=O)c1ccco1
→ 101, 91, 99
> CC(C)(C)c1ccc(/C=N/Nc2nncn2N)cc1
→ 107, 97, 100
> Cc1ccc2[nH]cc(CCNC(=O)c3cccs3)c2c1
→ 111, 93, 103
> COc1ccc(CCNC(=S)NNC(=O)c2c(Br)c(C)nn2C)cc1OC
→ 100, 84, 106
> CCOC(=O)C(CC(=O)c1ccccc1)CC(=O)c1ccccc1
→ 111, 90, 100
> COc1cc(NC(=O)NCC2CCN(Cc3ccccc3F)CC2)cc(OC)c1
→ 105, 84, 99
> O=C(/C=C/c1ccccc1)Nc1cc(NC(=O)/C=C/c2ccccc2)cc(C(=O)O)c1
→ 106, 98, 104
> NC(=O)c1cc2cc(Br)ccc2o/c1=N/NC(=O)c1cccc(F)c1
→ 111, 103, 105
> O/N=C/c1cn(-c2ccccc2)nc1-c1ccccc1
→ 106, 102, 101
> COc1ccc(CN2CCC(C)CC2)cc1OCc1ccccc1
→ 106, 99, 101
> N#CCC(=O)N/N=C\c1cc(Br)ccc1OC/C=C/c1ccccc1
→ 97, 67, 106
> COc1ccccc1N1CCN(C(=O)C2CCN(C(=O)c3ccccc3Cl)CC2)CC1
→ 106, 76, 122
> COc1ccc(NC(=O)Nc2nnc(Cc3ccc(F)cc3)s2)cc1
→ 111, 96, 109
> Cc1nc(CCNC(=O)C2CCC(=O)N(CCc3cccc(F)c3)C2)sc1C (stereo not drawn)
→ 107, 89, 115
> Cc1ccc(C(=O)N2CCCC(N(C)Cc3ccccc3)C2)s1 (stereo not drawn)
→ 95, 87, 105
> Cc1ccc(NC(=O)CCC(=O)NNC(=O)COc2ccc([N+](=O)[O-])cc2)c(C)c1
→ 101, 72, 109
> Cc1ccsc1C(=O)NC1CCCN(Cc2ccc(Cl)cc2)C1 (stereo not drawn)
→ 104, 75, 113
> O=C(N/N=C/c1ccccc1)C1CCCN1C(=O)c1cc([N+](=O)[O-])cc([N+](=O)[O-])c1 (stereo not drawn)
→ 104, 72, 114
> CCOc1ccc(NC(=S)N2CCCC2)cc1
→ 104, 71, 112
> COc1ccc(CCN2CCCn3c2nc2c3c(=O)n(CC(C)C)c(=O)n2C)cc1OC
→ 113, 99, 101
> CCc1nnc(SCC(=O)Nc2ccccc2)n1CC1CCCO1 (stereo not drawn)
→ 102, 84, 105
> CC(=O)N1N=C(c2cccc(O)c2)CC1c1cccs1 (stereo not drawn)
→ 105, 96, 103
> Cc1ccc(N2CCN(/N=C/c3cccnc3)CC2)cc1
→ 113, 98, 109
> Cc1cc2oc(=O)cc(Cn3ccnc3)c2cc1O
→ 106, 94, 105
> Cc1cc(OCC(O)CN2CCCC2)ccc1C(C)C (stereo not drawn)
→ 101, 93, 101
> COc1cc(Br)cc(CN2CCN(c3ncccn3)CC2)c1O
→ 100, 96, 103
> CC(=O)c1cccc(OCC(O)CNCC2CCCCC2)c1 (stereo not drawn)
→ 91, 70, 93
> COc1cccc(NC(=S)N2CCN(S(=O)(=O)c3ccccc3)CC2)c1
→ 104, 74, 114
> COc1ccccc1N(CC(=O)NC(C)(C)C)C(=O)CCC(=O)Nc1ccccn1
→ 107, 97, 108
> Oc1ccc(Br)cc1/C=N/n1c(COc2ccccc2)n[nH]c1=S
→ 107, 90, 105
> COc1ccc(/C=N/NC(=O)c2ccc(OC)c(OC)c2)cc1COc1c(F)c(F)c(F)c(F)c1F
→ 102, 66, 108
> O=C(c1cccc(C(F)(F)F)c1)C1CCCN(C(=O)/C=C/c2cnc[nH]2)C1 (stereo not drawn)
→ 105, 87, 111
> Cc1cccc(/C=N/n2c(COc3ccccc3)n[nH]c2=S)c1
→ 110, 107, 101
> COc1ccc(C(=O)Nc2ccc(-c3n[nH]c(=S)o3)cc2)cc1
→ 107, 98, 102
> COc1cccc(CNc2ccc3[nH]c(=O)[nH]c3c2)c1OCc1ccc(F)cc1
→ 102, 96, 106
> Cn1ncc2c(Nc3ccc([N+](=O)[O-])cc3)nc(Cl)nc21
→ 99, 94, 104
> COc1ccccc1NC(=O)c1cc2cc(Br)ccc2oc1=N
→ 106, 94, 107
> Cc1nc(SCc2ccc(Cl)c(Cl)c2)n[nH]1
→ 103, 104, 100
> O=C1C2CCCN2C(=S)N1c1ccccc1 (stereo not drawn)
→ 106, 93, 109
> N#CCCCCN1CCCC1
→ 111, 95, 99
> Nc1nc(-c2ccc3c(c2)OCCO3)c(CC(=O)O)s1
→ 105, 99, 101
> O=[N+]([O-])c1ccc(NNS(=O)(=O)c2cc(Cl)ccc2Cl)nc1
→ 99, 85, 103
> COc1ccc(C(=O)N2CCCN(C)CC2)c(OC)c1
→ 106, 95, 104
> CCCc1cc(C(=O)N2CCCC(CO)(CCCc3ccccc3)C2)n(C)n1 (stereo not drawn)
→ 97, 66, 105
> COC(=O)c1cc2c(=O)c3ccccc3oc2nc1/C=C/N(C)C
→ 572*[may fluoresce violet], 190*[may fluoresce violet], 115[may fluoresce violet]

Sorted by length of the SMILES (lowest first): some entries from above
Order of results – MEP2 TOR yeast, LAP4 TOR yeast, RPL19A-GFP yeast
> CCOc1ccc(NC(=S)N2CCCC2)cc1
→ 104, 71, 112
> COc1ccc(C(=O)N2CCCN(C)CC2)c(OC)c1
→ 106, 95, 104
> Oc1ccc(Br)cc1/C=N/n1c(COc2ccccc2)n[nH]c1=S
→ 107, 90, 105

Compound activity (PubChem BioAssay)
